# Bioassay records: PubChem, National Center for Advancing Translational Sciences (NCATS)
# aSyn tox rescue: rescues yeast growth from alpha-synuclein toxicity | S. cerevisiae alpha-synuclein toxicity rescue, BacTiter-Glo growth, 24 h | Potency, µM (series often up to 46.1 µM), without a hit: at the top dose growth rescue (activation), usual class: activators | hit rate 0.02% among 94,000; active means well fitted activation curve with a large enough effect; further: 0% is about no effect
#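 Growth restoration measured by BacTiter-Glo luminescence after 24 hr at 30 deg C; alpha-synuclein yeast, raffinose-pregrown to mid-log, were added at OD600=0.02 in galactose medium onto pinned compounds.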
# Active calls of the source: *; [ ] = another dose, or the depositor's remark. Potency means the concentration at half of the fitted maximal effect. These rows are one share of the data, so the mix of outcomes need not match the whole.
SMILES,aSyn tox rescue
CCOc1ccccc1NC(=O)N1CCc2c(sc3c2CCCC3)C1c1ccccc1 (stereo unspecified),4%
O=C(NCCCNC(=O)c1ccccn1)c1ccc(F)cc1,-7%
COc1ccc(CNS(=O)(=O)c2cnc(N)nc2)cc1,-1%
Cc1ccccc1NC(=O)C(C)OC(=O)C1CCCO1 (stereo unspecified),5%
O=C(COC(=O)c1ccc(Cl)nc1)Nc1cccnc1Cl,-2%
CCN(CC)S(=O)(=O)c1ccc(NC(=O)Cc2cccs2)cc1,1%
CCOC(=O)Cc1csc(NC(=O)C(C)Oc2ccc3c(C)cc(=O)oc3c2)n1 (stereo unspecified),0%
COc1ccc(-c2onc(C)c2C)cc1S(=O)(=O)N1CCN(c2ccc(Cl)cc2)CC1,6%
COc1ccc(CNCCNC(=O)c2cccs2)c(OC)c1OC,5%
CCOc1ccc(CCNC(=O)C2CC(=O)N(c3ccc4c(c3)OCCO4)C2)cc1OCC (stereo unspecified),7%
COc1cccc(CNC(=O)CSc2nc3ccccc3nc2Cc2ccccc2)c1,12%
Cc1ccn2c(=O)c(C(=O)NCCCN3CCCCC3C)c(O)nc2c1 (stereo unspecified),-11%
Cc1cc(C)c2c(CC(=O)Nc3ccc(S(=O)(=O)Nc4nc(C)cc(C)n4)cc3)coc2c1,2%
CCOc1ccc(CCNC(=O)Cn2nc(CC)n3c(cc4ccccc43)c2=O)cc1,0%
CCc1ccc(NC(=O)C(CC)n2c(=O)c(C(F)(F)F)nc3ccccc32)cc1 (stereo unspecified),3%
COc1cc(C(=O)NCC(c2cccnc2)N2CCN(c3ccccc3)CC2)cc(OC)c1OC (stereo unspecified),-7%
CCc1ccc(NC(=O)C2=CC(c3ccc(OC)c(OC)c3)=NS(=O)(=O)N2C)cc1,-8%
CCOC(=O)c1c(C)c(C(=O)NCCc2ccc(OC)cc2)c(C)n1CC,-7%
O=C(CSc1ccccc1)N1CCN(c2ccc(F)cc2)CC1,8%
COc1ccc(S(=O)(=O)c2cn(Cc3ccccc3)c3ccc(OC)cc3c2=O)cc1,-4%
CCOc1cc(NC(=S)NCCc2ccccc2)c(OCC)cc1NC(C)=O,-5%
CC(NC(=O)C(=O)Nc1c2c(nn1-c1ccccc1)CSC2)c1ccccc1 (stereo unspecified),0%
CCCCOc1ccc(CNC(=O)C2CCN(c3nnc(-n4cccc4CNc4ccc(C)cc4)s3)CC2)cc1,1%
O=C(NCCN1CCCC(O)C1)c1cc(COc2cccc(C(F)(F)F)c2)on1 (stereo unspecified),0%
O=C(Nn1c(-c2ccc(Br)cc2)nc2ccccc2c1=O)c1ccncc1,4%
# (list continues)
SMILES,aSyn tox rescue
CC(=O)Nc1ccc(NC(=O)CSc2nnc(COc3ccccc3C)n2CC2CCCO2)cc1 (stereo unspecified),-6%
CSc1ccc(CCNC(=O)C(C)n2c(C)c3cnn(-c4ccccc4)c(=O)c3c2C)cc1 (stereo unspecified),5%
O=C(c1ccccc1-n1cccn1)N1CCc2c([nH]c3ccccc23)C1c1ccccn1 (stereo unspecified),15%
Cc1cccc(C(c2sc3nc(-c4ccco4)nn3c2O)N2CCN(c3ccccc3F)CC2)c1 (stereo unspecified),2%
Cc1ccc(-n2ncc(C(=O)NCc3cccs3)c2C2CCN(C(=O)OC(C)(C)C)CC2)cc1,6%
Cc1cccc(NC(=S)NCc2ccc3[nH]c4c(c3c2)CCCC4)c1,-6%
O=C(Nc1nccs1)[C@@H]1CCCN1C(=O)c1cccs1,6%
Cc1onc(-c2ccc(Br)cc2)c1C(=O)Nc1ccc(Br)cc1F,-8%
CN(CC(=O)Nc1ccc(Cl)c(Cl)c1)C(=O)CN1C(=O)NC2(CCCC2)C1=O,3%
C=CCOc1cccc(C(=O)N(C)C2CCCN(Cc3ccccc3F)C2)c1 (stereo unspecified),6%
O=C(NC(=S)N1CCN(c2ccc(Cl)cc2[N+](=O)[O-])CC1)c1ccco1,1%
CCc1ccc(NC(=O)CSc2nc(C)cc(COC)c2C#N)cc1,-5%
CN(C)S(=O)(=O)c1ccc(C(=O)NCC(C)(C)N2CCOCC2)cc1,2%
Cc1ccc(C)c(Nc2nnc(-c3ccc(C)c(S(=O)(=O)N4CCCCC4)c3)c3ccccc23)c1,-5%
CCCn1c(=O)c(C(=O)NNS(=O)(=O)c2ccc(C)cc2)c(O)c2ccccc21,4%
Cc1ccc(C)c(-n2cc(CNCCc3cnccn3)c(-c3ccccc3)n2)c1,6%
CC(C)(C)c1ccc(-c2nc(C#N)c(NCCCn3ccnc3)o2)cc1,3%
Cc1c(NS(=O)(=O)c2ccccc2)cc(C(C)C)c(O)c1S(=O)(=O)c1ccc(Cl)cc1,-8%
COc1ccccc1/C=C/C=N/n1c(-c2ccco2)n[nH]c1=S,7%
COc1cc(/C=N/NC(N)=O)ccc1OCC(=O)N1C(C)CCCC1C (stereo unspecified),-5%
CCN1C(=O)c2ccccc2Sc2ccc(NC(=O)COc3ccc(Cl)cc3)cc21,4%
CCCC(=O)Oc1c(Sc2ccc(C)cc2)c(C)nn1-c1ccccc1,-35%[inhibitor]
CC1=C(C(=O)Nc2ccc(C)cc2C)C(c2ccc(Cl)cc2)n2nc(C(=O)OC(C)C)nc2N1 (stereo unspecified),-9%
CCOC(=O)CNC(=O)Nc1cc(C(=O)NCc2ccccc2OC)ccc1N1CCCC1,6%
COc1ccc(NC(=O)Nc2cc(-c3cn4cccnc4n3)ccc2C)cc1,5%

# Random excerpt: four compounds from above
SMILES,aSyn tox rescue
CC(C)(C)c1ccc(-c2nc(C#N)c(NCCCn3ccnc3)o2)cc1,3%
COc1ccc(NC(=O)Nc2cc(-c3cn4cccnc4n3)ccc2C)cc1,5%
CSc1ccc(CCNC(=O)C(C)n2c(C)c3cnn(-c4ccccc4)c(=O)c3c2C)cc1 (stereo unspecified),5%
Cc1ccc(-n2ncc(C(=O)NCc3cccs3)c2C2CCN(C(=O)OC(C)(C)C)CC2)cc1,6%

# Following part:
SMILES,aSyn tox rescue
O=C(c1ccco1)N1CCCC(c2nc3c(nnn3Cc3c(Cl)cccc3Cl)c(=O)[nH]2)C1 (stereo unspecified),7%
Cc1ccc(CNC(=O)C2CCCN(C(=O)Nc3ccc(F)cc3)C2)cc1 (stereo unspecified),5%
Cc1ccc(Cl)cc1N1CCN(c2nc3ccccc3c3nc(-c4cccnc4)nn23)CC1,-9%
O=C(NNC(=O)c1ccc([N+](=O)[O-])cc1Cl)c1ccncc1,-2%
COC(=O)c1ccc(Nc2ncnc3c2cnn3-c2ccccc2)cc1,-17%
Cc1ccc(C(=O)N2CC=C(c3ccccc3)CC2)o1,-46%[inhibitor]
CCCn1c(=O)c2sccc2n2c(CCCC(=O)Nc3cccc(CC)c3)nnc12,-6%
Cc1cc2nc(-c3ccc(SCc4ccccn4)nc3)[nH]c2cc1C,4%
Cc1ccc(C(OCC(O)CN2CCCCC2)c2ccccc2)cc1 (stereo unspecified),-11%
O=[N+]([O-])c1ccc(C(c2sc3nc(-c4ccco4)nn3c2O)N2CCN(Cc3ccccc3)CC2)cc1 (stereo unspecified),7%
O=C(Nc1ccc(N2CCN(C(=O)c3ccccc3)CC2)cc1)c1cccs1,-10%
Cc1ccc(C(=O)Cn2cc([N+](=O)[O-])nc2C)cc1,-4%
CCNc1nc(NCC)nc(SCC(C)=O)n1,7%
CCOC(=O)C1CCCN(C(=O)CSc2ccc(Br)cc2)C1 (stereo unspecified),-32%[inhibitor]
N=c1n(CCO)c2ccccc2n1Cc1ccccc1F,-1%
CCCN1C(=O)/C(=C/c2nc3ccccc3c(=O)[nH]2)c2cc(C)ccc21,-5%
CCOc1ccc(-n2cc(-c3ccccc3)c3c(Nc4cccc(F)c4)ncnc32)cc1,3%
CCC1CCCCN1S(=O)(=O)c1ccc2c(c1)CCCN2C(C)=O (stereo unspecified),3%
Cc1ccc2oc(-c3ccc(Cl)cc3)c(O)c(=O)c2c1,0%
Cc1ccccc1NC(=O)c1c(NC(=O)c2cccs2)sc2c1CCC(C)C2 (stereo unspecified),10%
C(=C\c1nccc2c1[nH]c1ccccc12)/c1ccccc1,3%
COc1ccc(OC)c(NC(=O)c2cc3c(=O)n4cccc(C)c4nc3n2C)c1,6%
Cc1ccc(S(=O)(=O)N2CCN(C(=O)c3ccccc3OCc3c(C)noc3C)CC2)cc1C,-1%
CCOc1ccc(C2/C(=C(\O)c3cccc(OC)c3)C(=O)C(=O)N2c2ccccn2)cc1OC (stereo unspecified),-6%
C[C@@H]1CN([C@@H](C)CO)C(=O)CCCn2nncc2CO[C@H]1CN(C)C(=O)Nc1ccc(C(F)(F)F)cc1,-12%

# A second format for 4 compounds above:
N=c1n(CCO)c2ccccc2n1Cc1ccccc1F
  aSyn tox rescue: -1%
CCCN1C(=O)/C(=C/c2nc3ccccc3c(=O)[nH]2)c2cc(C)ccc21
  aSyn tox rescue: -5%
CCOc1ccc(-n2cc(-c3ccccc3)c3c(Nc4cccc(F)c4)ncnc32)cc1
  aSyn tox rescue: 3%
CCC1CCCCN1S(=O)(=O)c1ccc2c(c1)CCCN2C(C)=O (stereo unspecified)
  aSyn tox rescue: 3%

# Additional compounds follow:
SMILES,aSyn tox rescue
O=S(=O)(Nc1cc(C(F)(F)F)ccc1N1CCOCC1)c1ccc2ccccc2c1,10%
COc1ccc(Nc2cc(C(=O)NCCCN(C)C3CCCCC3)c3ccccc3n2)cc1,5%
CCOC(=O)c1c(NC(=O)c2cc(-c3ccc(OC)cc3)on2)sc(C)c1C,-2%
COc1ccc(-c2nn(CC(=O)NCc3ccccc3)c3c2cnc2ccc(F)cc23)cc1,-12%
O=C(Cn1nnc(-c2ccc(NC(=O)c3ccccc3F)cc2)n1)NCc1ccc(F)cc1,4%
O=C(NCC(c1cccnc1)N1CCN(Cc2ccccc2)CC1)C(=O)Nc1cccc(F)c1 (stereo unspecified),-5%
Clc1cc(Cl)cc(Nc2ncnc(-n3cccc3)n2)c1,-6%
CCOc1ccc(/C=N/NC(=O)c2ccncc2)cc1OC,-7%
Cc1cc(C)cc(NC(=O)N2CCN(C)c3ncccc32)c1,1%
CCOC(=O)c1c(NC(=O)c2ccc(S(=O)(=O)N3CCC(C)CC3)cc2)sc2c1CCN(C)C2,2%
Cc1cccc(N(C)C(=O)Cn2cnc3nc4c(cc3c2=O)CCCC4)c1,21%
COc1ccc(CC(=O)OCC(=O)NCc2ccco2)cc1,-4%
COc1ccccc1NC(C)C(=O)N/N=C/c1cccs1 (stereo unspecified),-2%
Cc1cc(C)cc(NC(=O)Nc2nnc(N(C)C3CCCCC3)s2)c1,-6%
O=C(NCCN1CCOCC1)c1cccc(S(=O)(=O)NCc2ccccc2)c1,4%
O=C(NCCN1CCCCC1)c1ccc(Cn2c(SCc3ccccc3)nc3cccnc32)cc1,-5%
Cc1ccc(C)c(NC(=O)Cn2c(=O)oc3cc(S(=O)(=O)NCc4ccccc4)ccc32)c1,7%
CCN(CC)CCn1c(-c2ccccc2)csc1=Nc1ccccc1,8%
CC(C)CC(C(=O)NCCc1ccccc1)N1Cc2ccccc2C1=O (stereo unspecified),-5%
CC(C)CC(OC(=O)c1nsc(Cl)c1Cl)C(=O)NCC1CCCO1 (stereo unspecified),-12%
CSCCC(NC(=O)COc1ccccc1)C(=O)OCc1ccc(Cl)cc1 (stereo unspecified),-20%
CCn1c(SCc2ccccc2F)nc(=O)c2c(C(=O)OC)cc(C3CC3)nc21,2%
COc1ccc(-n2ncc(C(=O)NCc3ccc4c(c3)OCO4)c2C2CCN(C(=O)OC(C)(C)C)CC2)cc1,2%
O=C(CN1C(=O)COc2ccc(S(=O)(=O)N3CCOCC3)cc21)N1CCN(c2ccccc2F)CC1,-7%
COCCNC(=O)CCn1nc(-c2ccc(Cl)cc2)c2ccccc2c1=O,-6%
# The listing continues:
SMILES,aSyn tox rescue
COC(=O)c1cc2c(cc1NC(=O)c1c(C)nn(-c3ccc(C)cc3)c1-n1cccc1)OCO2,-4%
CCC(C)(C)NC(=O)C(NS(=O)(=O)c1cccs1)c1ccccc1 (stereo unspecified),-1%
CCOC(=O)C(NC(=O)c1ccccc1)(OCc1ccccc1)C(F)(F)F (stereo unspecified),1%
CCCCn1c(N)c(N(CC)C(=O)c2ccc(N(C)S(=O)(=O)c3ccc(C)cc3)cc2)c(=O)[nH]c1=O,7%
COc1cccc(NC(=O)C2CSC3(C)CCC(=O)N23)c1 (stereo unspecified),1%
COCCNC(=O)CSc1nc2cc3c(cc2c(=O)n1CCCCCC(=O)NCc1ccc(OC)cc1)OCO3,-4%
Cc1ccc(NC(=O)Cn2c(=O)n(Cc3ccco3)c(=O)c3sc4ccccc4c32)c(C)c1,-6%
CCOC(=O)CSc1nc2cc3c(cc2cc1C)OCO3,-8%
CCCOc1ccccc1C1C(C(=O)Nc2ccccc2)=C(C)Nc2nnnn21 (stereo unspecified),-2%
COc1ccc(NC(=O)Cn2cc(S(=O)(=O)N3CCC(C)CC3)c3ccccc3c2=O)cc1Cl,6%
Cc1ccc(CNC(=O)CSc2nnc(CNC(=O)c3ccc(F)cc3)o2)cc1,6%
CC1CCc2nc(NC(=O)Cc3ccc(Cl)cc3)sc2C1 (stereo unspecified),11%
COc1cc(NC(=O)CSc2nc3nc(C)c(Cc4ccccc4)c(C)n3n2)cc(OC)c1OC,12%
COC(=O)CSc1nc(C)cc(C)n1,-8%
